Abeta yeast res – qHTS for compounds that reverse cellular toxicity of Amyloid beta (A-beta) peptide in yeast: Primary Screen. AID 1347071, 2019. Potency, µM (series often up to 46.1 µM), for the others: at the top dose growth rescue, usual class: activators. 410,000 tested, 0.063% active. yeast expressing A-beta42, growth rescue, OD600, 48 h; response scale: 0% DMSO, 100% iron-clioquinol control; also: nearly all actives have a fitted effect of over 55% in size
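Yeast A-beta toxicity model in growth medium with pinned compounds, 48 h at 30 C; growth read as absorbance at 600 nm. Normalized to FeCl3/clioquinol equimolar mix (positive) and DMSO (negative).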
FUS suppressor – qHTS for Suppressors of FUS Proteinopathy: Primary screen using FUS-linked yeast assay; S. cerevisiae FUS-expressing, growth rescue, OD600, 24 h; Potency, µM (top dose mostly 76.6 µM), for the others: at the top dose growth rescue (activation), actives largely listed as activators; 390,000 tested, 0.24% active; AID 1347120, 2019;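 also: plate controls were DMSO vehicle for no effect and reference control for full effect; nearly all actives have a fitted effect of over 55% in size; some results filed as inactive show a strong effect at the top dose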
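Quantitative HTS measuring growth restoration of FUS-toxic yeast. Galactose-induced cells (OD 0.005) were exposed 24hr at 30C to compounds at several concentrations, then absorbance at 600 nm was recorded.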
Active calls of the source: *; u = inconclusive. Calls follow the shape of the dose curve; as a rule, active = well fitted activation curve with a large enough effect; inconclusive = small, poorly fitted or top-dose-only effect; inactive = no such curve, though single readings can be large or run the other way. Potency is read from the fitted curve at half-maximal effect.

SMILES | Abeta yeast res | FUS suppressor
Cc1nnc(NC(=O)c2nc(SCc3ccccc3F)ncc2Cl)s1 | -10% | u
CCOC(=O)c1ccc(N2C(=O)c3n[nH]c(-c4ccco4)c3C2c2ccc(C)cc2)cc1 (centres undefined) | -14% | u
COc1cc2c(cc1OC)C(COc1cc(C)cc(C)c1)N(C(=O)c1ccc(S(=O)(=O)N3CCCC3)cc1)CC2 (centres undefined) | 3% | u
CC(C)Oc1ccc(CNC(=O)Cn2nc(N3CCN(c4ccccc4)CC3)ccc2=O)cc1 | 3% | 4%
COc1ccc(-n2nc(C(=O)N3CCC(C)CC3)c3c4ccccc4n(C)c3c2=O)cc1Cl | -17% | -18%
O=c1oc2ccccc2cc1-c1cn2cc(Cc3ccc(Cl)cc3)sc2n1 | -10% | 8%
Cc1cccc(N2C(=O)N(Cc3cccc(C#N)c3)c3ccccc3S2(=O)=O)c1 | 0% | u
CC(=O)c1ccc(NS(=O)(=O)c2ccc(-c3cc(C)no3)s2)cc1 | -7% | 5%
CCOC(=O)N1CCC(NC(=O)c2ccc3c(c2)N(Cc2ccccc2C)C(=O)c2ccccc2S3=O)CC1 (centres undefined) | -2% | u
COc1ccc(NC(=O)Cn2c(=O)n(Cc3ccccc3OC)c(=O)c3cccnc32)cc1Cl | -3% | 10%
Cc1ccc2c(c1)-c1c(cnn1CC(=O)N1CCN(c3cccc(C(F)(F)F)c3)CC1)CO2 | 25% | 33%
Nc1c(C(=O)Nc2ccccc2Cl)c2ccccn2c1C(=O)c1ccc(Cl)cc1 | -8% | -19%
Cc1ccc(NC(=O)c2ccc(Cl)cc2Cl)c(C(=O)c2ccccc2)c1 | -7% | 9%
Cc1cc(OCC(=O)Nc2ccc(-c3nc4cc(Cl)ccc4o3)cc2)cc(C)c1Cl | -8% | -3%
Cc1oc(-c2ccc(C(=O)Nc3ccc(F)cc3F)cc2)nc1COc1ccccc1 | -4% | -10%
COc1ccccc1OCCCCn1c(-c2ccc(Cl)cc2)nc2ccccc2c1=O | -6% | 11%
O=C(CSc1nccn1-c1ccc(F)cc1)Nc1cccc2ccccc12 | 14% | 12%
Cc1ccccc1C(=O)N1c2ncnn2C2(CCCCC2)[C@@H]2CCCC[C@@H]21 | 9% | 11%
COC(=O)c1ccccc1NC(=O)Cn1c(=O)cc(-c2ccccc2)c2c(C)nn(C)c21 | 1% | -25%
Cc1c(C(=O)N2CCC(C(=O)Nc3ccc(F)c(Cl)c3)CC2)sc2nc[nH]c(=O)c12 | 0% | -13%
Cc1c(C(=O)N2CCC(c3nc4ccccc4s3)CC2)oc2ccc(Cl)cc12 | 18% | u
Cc1noc2ncnc(Nc3ccc(F)cc3)c12 | -9% | -19%
CCN1CCN(C(=O)c2ccc3c(c2)N(Cc2ccc(F)cc2)C(=O)c2ccccc2S3(=O)=O)CC1 | -4% | -2%
CCOc1ccccc1NS(=O)(=O)c1c(C)nc2sccn2c1=O | -10% | -13%
COc1cc(NC(=O)C(NS(=O)(=O)c2ccc3c(c2)CCCC(=O)N3)C(C)C)cc(OC)c1 (centres undefined) | -8% | 11%
Cc1ccc(NC(=O)CN2C(=O)CCc3cc(S(=O)(=O)N4CCCCC4)ccc32)cc1N(C)C | -3% | 19%
Clc1ccc(CSc2ccc(-c3cccs3)nn2)cc1 | -23% | -10%
Cc1c(C(=O)NCc2ccccc2)sc2nc[nH]c(=O)c12 | -6% | -11%
Cc1cccc(N2CCN(c3ncnc4c3nc3n4CCCCC3)CC2)c1C | 6% | -12%
CCC(C)NC(=O)c1c(C)oc2ncn(CC(C)C)c(=O)c12 (centres undefined) | -23% | 17%

Ordered by SMILES length (falling): three of the compounds above
SMILES | Abeta yeast res | FUS suppressor
COc1ccccc1OCCCCn1c(-c2ccc(Cl)cc2)nc2ccccc2c1=O | -6% | 11%
Cc1c(C(=O)NCc2ccccc2)sc2nc[nH]c(=O)c12 | -6% | -11%
Clc1ccc(CSc2ccc(-c3cccs3)nn2)cc1 | -23% | -10%

Next section:
SMILES | Abeta yeast res | FUS suppressor
Cc1ccc2c(c1)NC(c1cccnc1)=NC(c1ccc(F)cc1)=N2 | 0% | 23%
Cc1ccc(N2C(=O)CS(=O)(=O)C23C(=O)N(Cc2ccc(Cl)cc2)c2ccccc23)cc1C (centres undefined) | 3% | u
COC(=O)c1sc2cccc(F)c2c1S(=O)(=O)N1CCN(c2ccc(F)cc2)CC1 | -14% | 26%
CCOc1ccc2nc(NC(=O)CS(=O)(=O)c3ccc(Cl)cc3)sc2c1 | 4% | 36%
O=C(NCCc1ccccc1)c1ccc2c(c1)CCN2S(=O)(=O)c1ccccc1 | -25% | 31%
COC(=O)c1cc2occc2n1CC(=O)Nc1ccc(N(C)C)cc1 | -8% | 35%
Cc1cc(C)cc(NC(=O)C(C)N2Cc3ccccc3C2=O)c1 (centres undefined) | 3% | 26%
Cc1ccc(CN(Cc2ccco2)C(=O)c2oc3cc(Br)ccc3c2C)cc1 | -7% | 12%
CCOc1ccccc1N(CC)C(=O)c1cc2c(=O)[nH]c3ccc(C)cc3c2s1 | -13% | 10%
CCOC(=O)C1=C(CN2CCC(C)CC2)NC(=O)NC1c1ccc(F)cc1 (centres undefined) | -8% | -16%
CCCOc1ccc(C2c3c(oc4ccc(F)cc4c3=O)C(=O)N2CCc2ccc(OC)cc2)cc1 (centres undefined) | -1% | -9%
COc1ccc(NC(=O)CCc2c(C)nc3cc(-c4cccc(F)c4)nn3c2C)cc1Cl | -5% | -19%
COc1cc(NC(=O)c2nn(-c3ccc(C)cc3)c(=O)c3c2c2ccccc2n3C)cc(OC)c1OC | 0% | -15%
Cc1cccc(NC(=O)CSc2ncc3c(n2)-c2cc(Cl)ccc2N(C)S3(=O)=O)c1C | -5% | -25%
CCc1ccccc1N(C)C(=O)c1nn(C)c2c1CSc1ccccc1-2 | -5% | 32%

Copied from the listing (16 entries):
SMILES | Abeta yeast res | FUS suppressor
Clc1ccc(CSc2ccc(-c3cccs3)nn2)cc1 | -23% | -10%
Cc1c(C(=O)NCc2ccccc2)sc2nc[nH]c(=O)c12 | -6% | -11%
Cc1cccc(N2CCN(c3ncnc4c3nc3n4CCCCC3)CC2)c1C | 6% | -12%
CCC(C)NC(=O)c1c(C)oc2ncn(CC(C)C)c(=O)c12 (centres undefined) | -23% | 17%
Cc1ccc2c(c1)NC(c1cccnc1)=NC(c1ccc(F)cc1)=N2 | 0% | 23%
Cc1ccc(N2C(=O)CS(=O)(=O)C23C(=O)N(Cc2ccc(Cl)cc2)c2ccccc23)cc1C (centres undefined) | 3% | u
COC(=O)c1sc2cccc(F)c2c1S(=O)(=O)N1CCN(c2ccc(F)cc2)CC1 | -14% | 26%
CCOc1ccc2nc(NC(=O)CS(=O)(=O)c3ccc(Cl)cc3)sc2c1 | 4% | 36%
O=C(NCCc1ccccc1)c1ccc2c(c1)CCN2S(=O)(=O)c1ccccc1 | -25% | 31%
COC(=O)c1cc2occc2n1CC(=O)Nc1ccc(N(C)C)cc1 | -8% | 35%
Cc1cc(C)cc(NC(=O)C(C)N2Cc3ccccc3C2=O)c1 (centres undefined) | 3% | 26%
Cc1ccc(CN(Cc2ccco2)C(=O)c2oc3cc(Br)ccc3c2C)cc1 | -7% | 12%
CCOc1ccccc1N(CC)C(=O)c1cc2c(=O)[nH]c3ccc(C)cc3c2s1 | -13% | 10%
CCOC(=O)C1=C(CN2CCC(C)CC2)NC(=O)NC1c1ccc(F)cc1 (centres undefined) | -8% | -16%
CCCOc1ccc(C2c3c(oc4ccc(F)cc4c3=O)C(=O)N2CCc2ccc(OC)cc2)cc1 (centres undefined) | -1% | -9%
COc1ccc(NC(=O)CCc2c(C)nc3cc(-c4cccc(F)c4)nn3c2C)cc1Cl | -5% | -19%

Later entries.
SMILES | Abeta yeast res | FUS suppressor
O=C(NCc1cccc(Cl)c1)C(=O)Nc1ccc2nc3n(c(=O)c2c1)CCCCC3 | -11% | -9%
Cc1cc(C)c(NS(=O)(=O)c2cc(-c3onc(C)c3C)ccc2C)c(C)c1 | -2% | 28%
Cc1ccc(NC(=O)CC2Sc3ccccc3NC2=O)c(Br)c1 (centres undefined) | -3% | -5%
O=C(Nc1ccc(N2CCC(c3ccccc3)C2)c(C(=O)O)c1)c1ccc(Cl)cc1 (centres undefined) | -3% | -10%
CC(C)c1ccc(NC(=O)CN2C(=O)COc3ccc(S(=O)(=O)N4CCCCC4)cc32)cc1 | -12% | -5%
CCOC(=O)c1cc(-c2ccccc2)n(CCC(=O)Nc2cc(OCC)ccc2OCC)c1C | -5% | 45%
COc1ccc(Nc2c(-c3ccc(N4CCOCC4)cc3)nc3ncccn23)cc1OC | -7% | -1%
COC(=O)c1ccccc1NC(=O)C1=CC(c2ccc3c(c2)OCO3)=NS(=O)(=O)N1C | 7% | 7%
COc1ccccc1C(=O)Nc1c(C(=O)c2ccccc2)oc2ccccc12 | -2% | 21%
Cc1ccc(NC(=O)CCS(=O)(=O)c2ccc(Br)cc2)c(C)c1 | -4% | 6%
CCCCc1nn2c(=O)cc(COC(=O)c3cccc(NC(=O)CCc4ccccc4)c3)nc2s1 | -10% | 7%
Cc1cc(C)c(Cn2c(C)c(CNCCCc3ccccc3)c(C(=O)O)c2C)c(C)c1 | 5% | u
COc1ccc(Cn2c(CCC(=O)NCc3cccc(Cl)c3)nc3cccnc32)cc1 | -1% | -6%
CCc1ccc(CNC(=O)CSc2c3c(nc4ccc(Cl)cc24)CCCC3)cc1 | -2% | 4%
COc1ccc(S(=O)(=O)c2c(Nc3cccc(Cl)c3)sc(C(=O)c3ccccc3)c2N)cc1 | -7% | 8%
COc1ccccc1CNC(=O)CN1C(=O)c2cccnc2Oc2ccccc21 | -2% | 2%
COc1ccc(OC)c(NC(=O)Cn2ncc3c2-c2ccccc2OC3)c1 | 3% | 24%
Cc1ccc(Cn2c(C(=O)O)c(CNC3CCCCC3)c3ccc(C)cc32)cc1 | -1% | 16%
Cc1oc(C)c2c(=O)cc(-c3ccc4c(c3)OCO4)cc(OC(=O)c3cccc(Br)c3)c12 | 12% | 30%
CC(=O)c1cccc(-n2c(=O)c3c4c(sc3n(CC(=O)c3ccccc3)c2=O)CN(C(C)=O)CC4)c1 | -5% | -14%
COc1ccc2c(CNCCc3ccco3)c(C(=O)O)n(Cc3ccccc3)c2c1 | -4% | 40%
C=C(C)Cn1c(=O)c2c(nc3n2CCN3c2ccc(F)cc2)n(C)c1=O | -2% | -12%
Cc1ccc2[nH]c3c(=O)n(CC(=O)N4CCCCC4)ncc3c2c1 | 2% | -11%
Cc1ccccc1S(=O)Cc1ccc(C(=O)NCc2ccccc2Cl)o1 (centres undefined) | -4% | -5%
CC(=O)c1ccc(NC(=O)CCCc2nc(-c3cccc(C)c3)no2)cc1 | -14% | 40%
COCCNC(=O)CCCn1c(SCC(=O)c2ccc(F)cc2)nc2c(sc3ccccc32)c1=O | -6% | 4%
COc1ccc(-n2nc(C(=O)Nc3ccccn3)c3c4ccccc4n(C)c3c2=O)cc1 | -7% | -8%
COc1ccc(OC)c(NC(=O)N2c3ccccc3Sc3ccccc32)c1 | -12% | -8%
CCn1c(CN2CCC(C)CC2)nc2cc(NC(=O)c3cccc([N+](=O)[O-])c3)ccc21 | -5% | 16%
COc1ccc(N(CC(=O)Nc2cc(C)ccc2C)S(=O)(=O)c2ccc(OC)c(OC)c2)cc1 | -20% | 19%
CCCCCOc1ccc(C2c3c(oc4ccccc4c3=O)C(=O)N2c2nc(C)c(C)s2)cc1OCC (centres undefined) | 3% | -4%
CCOC(=O)c1c(-c2ccc(C)cc2)csc1NC(=O)c1cc(=O)c2cc(C)cc(C)c2o1 | -4% | -18%
CCOC(=O)c1cc2c(=O)n3ccccc3nc2n(CCOC)c1=NC(=O)c1cc2ccccc2o1 | -3% | 4%
COc1ccc(CN2COc3ccc4c(oc(=O)c5ccccc54)c3C2)cc1OC | -21% | 11%
CC(=O)N1CCc2cc(Br)cc(S(=O)(=O)NCCc3ccc(Cl)cc3)c21 | -2% | -17%
CSc1ccc(CCNC(=O)c2ccc3c(c2)c(C)c(C)n3Cc2ccc(F)cc2)cc1 | -15% | 14%
COc1cc(-c2cc3n(C)c(C)c(CCC(=O)NC4CCC(C)CC4)c(=O)n3n2)cc(OC)c1OC (centres undefined) | 2% | 13%
Cc1ccc(-c2cc(C(F)(F)F)n3ncc(-c4ccc(Cl)cc4)c3n2)cc1 | -2% | 8%
CCOc1ccc2nc(N3CCCC(C(=O)NCCc4ccc(OCC)c(OCC)c4)C3)sc2c1 (centres undefined) | 2% | 17%
Clc1ccc2nc(Nc3ccccc3Cl)nc(-c3ccccc3)c2c1 | -6% | -9%
O=C(Nc1ccc(F)cc1F)c1cccc2c1C(=O)N(C1CCCCC1)C2 | 7% | -23%
CCc1ccc(CNCc2c(C(=O)O)n(Cc3ccc(C)cc3)c3cc(C)ccc23)cc1 | 2% | u
Cc1noc(C)c1S(=O)(=O)NCCc1csc2nc(-c3ccc(F)cc3)nn12 | -11% | 19%
Cc1nn(-c2ccccc2)c(OC(=O)c2ccccc2Cl)c1S(=O)(=O)c1ccccc1 | 14% | -2%
COc1cccc(CNC(=O)CN2C(=O)N(c3cccc(Cl)c3)S(=O)(=O)c3ccccc32)c1OC | -2% | 7%
COc1ccccc1-c1noc(-c2ccc(NCCc3ccccc3)c([N+](=O)[O-])c2)n1 | 0% | -3%
Cc1cccc(NC(=O)c2cc(S(=O)(=O)NCCc3ccccc3)ccc2F)c1C | -11% | -4%

From PubChem BioAssay

These rows are one share of the data, so the mix of outcomes need not match the whole.
